# Tn6 DDE FP: inhibitors of Tn6 peptide binding to human fibrin DD(E); P02675; Fibrin DD(E) TRITC-Tn6 fluorescence polarization displacement; inhibition, % at 8.3 µM; 370,000 tested, 0.21% active;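 active means inhibition above a per-campaign cutoff: mean of compounds within control limits plus 3 SD, cut at about 15% in these data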;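 further: 0% = median of all compound wells on the plate and 100% = blocking peptide control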
# ARFGAP1 inhibitor: inhibits rat ARF GTPase activating protein 1; Q62848; Arfgap1-stimulated ARF1 GTP hydrolysis, GDP FP detection; inhibition, % at 16.5 µM; 360,000 tested, 0.26% active;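 active means inhibition above a per-plate limit, mean inhibition of low control wells plus 3 SD, cut at about 25% in these data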;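 further: 0% = DMSO wells with enzyme and 100% = wells lacking Arfgap1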
#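 Replicates: Single well per compound | Assay system: Truncated rat Arfgap1 GAP domain | Control set: No-Arfgap1 wells (100%) versus DMSO full-reaction wells (0%) | Times: Enzyme reaction 120 min at 25 °C after 20 min preincubation | Reagent: Human ARF1(Δ1-17)-GTP substrate | Measured by: Tracer-displacement fluorescence polarization with EDTA stop, 620/688 nm | Measure: Percent inhibition of Arfgap1-stimulated GTP hydrolysis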
# KLK7 zymogen act: proKLK7 (human) activation, primary screen; P49862; purified proKLK7, EDANS-DABCYL substrate fluorescence; 100% is mature enzyme control, 0% vehicle; activation, % at 7 µM; 370,000 tested, 0.9% active;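 active means activation above the mean of all tested compounds plus 3 SD, computed per campaign excluding outliers beyond control limits, cut at about 13% in these data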
# NPR1 activator: GC-A (human) enzyme activation; HEK293 GC-A cells, cGMP TR-FRET, EC30 ANP; 0% at EC30 ANP, 100% saturating ANP; activation, % at 10 µM; 370,000 tested, 0.14% active; in the data active means activation above about 40%
# rCAG RNA binder: binds r(CAG) RNA repeats; 370,000 tested, 1.3% active; inhibition, % at 3 µM; r(CAG) RNA repeat, TO-PRO-1 dye displacement fluorescence; AID 651821;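 active means inhibition above the plate cutoff, the mean of all test compounds on that plate plus 3 SD, cut at about 35% in these data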;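 further: 0% = DMSO alone and 100% = 100 µM mitoxantrone as full dye displacement; higher means more dye released from RNA so lower well fluorescence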
# sPLA2-III inh: Blocks human group III sPLA2 activity | Q9NZ20 | QFRET BODIPY PC-A2 liposome hydrolysis, fluorescence | inhibition, % at 12.2 µM | 370,000 tested, 0.56% active;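 active means inhibition above mean plus 3 SD of compounds lying within the high and low control bounds, cut at about 19% in these data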;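 further: 0% = median of test compound wells and 100% = no enzyme DMSO wells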
# ASAP1 inh: inhibitors of human ASAP1 ArfGAP activity | Q9ULH1 | ASAP1-stimulated ARF1 GTP hydrolysis, GDP FP detection | 360,000 tested, 0.19% active | inhibition, % at 16.5 µM; in the data active means inhibition above about 25%;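 further: 0% = vehicle with enzyme and substrate and 100% = no enzyme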
# GAA850 FXN act: frataxin GAA850 promoter activation; HEK293 lucGAA850 FXN promoter luciferase reporter, 24 h; percent of 10 µM SAHA response; activation, % at 6 µM; 360,000 tested, 0.56% active;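 active means activation above the average of all compounds screened plus 3 SD, cutoff fixed separately per campaign, cut at about 7.5% in these data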;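 further: 0% = DMSO wells and 100% = 10 µM SAHA wells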
# NPR2 activator: GC-B (human) receptor activation; P20594; HEK293-GC-B cells, CNP EC30, cGMP TR-FRET; 0% at EC30 CNP, 100% saturating CNP; activation, % at 10 µM; 370,000 tested, 0.11% active;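 active means activation at 10 µM reaching about 35% in either raw or pattern-adjusted values, limit read from the data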
# Target sequence (P20594 whole entry, looked up): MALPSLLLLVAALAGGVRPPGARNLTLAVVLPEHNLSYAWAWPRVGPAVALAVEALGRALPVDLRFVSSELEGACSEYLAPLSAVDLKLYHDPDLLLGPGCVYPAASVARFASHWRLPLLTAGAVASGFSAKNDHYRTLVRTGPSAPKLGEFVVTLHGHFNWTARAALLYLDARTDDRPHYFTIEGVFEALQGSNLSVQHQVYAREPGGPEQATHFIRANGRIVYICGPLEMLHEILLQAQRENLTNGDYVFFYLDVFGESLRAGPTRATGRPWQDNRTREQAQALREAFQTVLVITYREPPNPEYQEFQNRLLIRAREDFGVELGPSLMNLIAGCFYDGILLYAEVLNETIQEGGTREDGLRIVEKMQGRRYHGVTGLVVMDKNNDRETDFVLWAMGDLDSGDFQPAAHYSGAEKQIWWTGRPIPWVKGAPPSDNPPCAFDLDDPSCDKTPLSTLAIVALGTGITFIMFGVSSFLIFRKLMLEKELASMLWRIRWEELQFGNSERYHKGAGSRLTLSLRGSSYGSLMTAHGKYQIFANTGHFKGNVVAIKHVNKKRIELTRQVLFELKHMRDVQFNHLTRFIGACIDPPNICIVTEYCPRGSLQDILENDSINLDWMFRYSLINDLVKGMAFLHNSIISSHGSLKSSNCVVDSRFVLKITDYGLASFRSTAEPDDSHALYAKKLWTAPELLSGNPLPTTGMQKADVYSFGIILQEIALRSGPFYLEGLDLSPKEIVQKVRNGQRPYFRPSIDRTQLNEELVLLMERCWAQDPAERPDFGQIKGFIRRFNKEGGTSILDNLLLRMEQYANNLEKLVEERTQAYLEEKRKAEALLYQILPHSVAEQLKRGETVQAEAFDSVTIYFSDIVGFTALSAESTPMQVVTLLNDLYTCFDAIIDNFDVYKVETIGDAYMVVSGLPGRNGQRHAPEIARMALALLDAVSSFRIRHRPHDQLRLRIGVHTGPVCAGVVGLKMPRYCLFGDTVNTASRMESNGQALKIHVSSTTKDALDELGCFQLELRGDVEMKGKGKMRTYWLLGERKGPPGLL
# ADAM10 inh: inhibitors of human ADAM10; O14672; recombinant ADAM10, EDANS/DABCYL FRET peptide cleavage, 3 h; inhibition, % at 7 µM; 370,000 tested, 0.62% active; AID 720582;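 active means inhibition above a per-campaign cutoff equal to the mean of compounds falling between control-based bounds plus 3 SD, cut at about 20% in these data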;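 further: 0% = DMSO wells while the 100% control is not disclosed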
# * hit, by the source's call; i = inactive; / = not tested or not shown. Hits appear at their usual frequency; about 4.5% have a hit in one of these screens.
SMILES,Tn6 DDE FP,ARFGAP1 inhibitor,KLK7 zymogen act,NPR1 activator,rCAG RNA binder,sPLA2-III inh,ASAP1 inh,GAA850 FXN act,NPR2 activator,ADAM10 inh
CCOc1cc(N2CCOCC2)c(OCC)cc1NC(=O)COc1cccc2cccnc12,3.7,-0.8,-0.1,19.7,7.1,8.7,7.4,-4.6,13.2,-2.1
O=C(O)C(Oc1ccc2c(-c3ccccc3)cc(=O)oc2c1)c1ccccc1 (stereo not drawn),0.2,11.0,0.6,-0.2,31.7,-10.4,-13.2,1.5,6.2,-10.8
Cc1cc(N/C=C/C(=O)c2cccc3ccccc23)no1,-0.8,-7.8,-0.2,3.5,2.1,-14.7,9.1,0.7,-3.4,-8.6
COc1ccc(C2c3c(ncn(CCN4CCOCC4)c3=N)Oc3ccc4ccccc4c32)cc1OC (stereo not drawn),4.0,5.6,0.4,-25.2,-2.4,-10.0,4.6,-16.8,-17.4,5.8
O=C1CCCN1CCC(=O)N1CCCC(Nc2ccc(F)c(F)c2)C1 (stereo not drawn),-0.2,-1.2,-0.1,5.4,-3.1,-4.3,-6.6,0.4,2.4,-1.7
Cc1ccc(N/C=C2/Sc3ccccc3NC2=O)cc1,5.5,6.0,-0.5,0.3,6.7,-2.3,-10.2,1.1,-5.0,0.9
Cc1cc2ncn(/N=C/c3cccnc3)c2cc1C,4.5,-3.2,-0.5,-8.1,-1.7,-3.2,8.1,0.9,-10.1,3.0
COc1cc(NC(=O)[C@H]2CSCN2C(=O)[C@@H]2CCC(=O)N2)cc(OC)c1OC,-3.6,-4.6,0.0,-2.7,1.6,9.6,0.8,-1.6,0.5,-20.1
O=C(CN1CCN(Cc2ccccc2Cl)CC1)N/N=C\c1ccccc1F,1.8,/,0.3,-0.1,-0.3,-1.2,/,/,-3.9,-4.7
Cc1cc(NC(=O)c2ccc(F)cc2)n(CCOC(=O)c2ccc(F)cc2)n1,-5.4,10.6,-0.3,-3.1,1.6,4.2,6.0,0.2,0.9,5.5
CN(CC(=O)Nc1cccc(F)c1)C(=O)c1ccc2c(c1)OCCO2,-1.3,1.7,0.1,-1.6,-4.6,2.5,-9.9,0.2,-2.9,-1.7
Cc1ccc(C(=O)N2CCOCC2)c(F)c1F,5.7,-3.2,0.2,-0.7,-0.7,2.3,-13.2,1.9,5.3,0.4
O=C(NCc1cccnc1)c1ccc(COc2ccccc2Cl)cc1,0.4,6.7,0.5,30.6,0.3,-10.8,-3.4,4.6,-6.8,3.2
COC(CNC(=O)c1ccc2c(c1)ncn2-c1cc(C)cc(C)c1)OC,2.6,8.0,0.1,4.9,-4.8,4.1,1.5,1.7,1.4,7.0
Cc1ccc(N2CN=c3s/c(=C\c4ccccn4)c(=O)n3C2)cc1,5.3,7.6,0.4,-2.4,-3.4,2.4,-8.3,0.8,-6.4,-5.3

# Given with tabs: 3 of the compounds above
structure	Tn6 DDE FP	ARFGAP1 inhibitor	KLK7 zymogen act	NPR1 activator	rCAG RNA binder	sPLA2-III inh	ASAP1 inh	GAA850 FXN act	NPR2 activator	ADAM10 inh
COC(CNC(=O)c1ccc2c(c1)ncn2-c1cc(C)cc(C)c1)OC	2.6	8.0	0.1	4.9	-4.8	4.1	1.5	1.7	1.4	7.0
Cc1ccc(N/C=C2/Sc3ccccc3NC2=O)cc1	5.5	6.0	-0.5	0.3	6.7	-2.3	-10.2	1.1	-5.0	0.9
O=C1CCCN1CCC(=O)N1CCCC(Nc2ccc(F)c(F)c2)C1 (stereo not drawn)	-0.2	-1.2	-0.1	5.4	-3.1	-4.3	-6.6	0.4	2.4	-1.7

# The list continues.
SMILES,Tn6 DDE FP,ARFGAP1 inhibitor,KLK7 zymogen act,NPR1 activator,rCAG RNA binder,sPLA2-III inh,ASAP1 inh,GAA850 FXN act,NPR2 activator,ADAM10 inh
CC(C(=O)NCC1CCCO1)N1C(=O)C2C3CC(C(Br)C3Br)C2C1=O (stereo not drawn),4.1,5.8,-0.1,-2.1,-3.2,9.7,7.8,0.5,0.6,-5.2
COc1nc(NCCO)nc(Nc2ccc([N+](=O)[O-])cc2)n1,5.7,-3.5,0.1,5.8,1.6,7.7,-1.0,0.7,6.9,4.3
CCCCOc1ccc(C(=O)N2CCNC(=O)C2CC(=O)OC(C)C)cc1 (stereo not drawn),3.3,-8.6,0.1,1.0,-0.5,1.2,-5.5,0.1,5.6,-6.3
COc1ccc(CNC(=O)CCCn2ncn3c(cc4occc43)c2=O)cc1,-6.6,-1.3,0.6,-0.4,-2.0,4.8,15.3,-1.2,2.4,-40.7
COc1ccc(S(=O)(=O)Nc2ccc3c(c2)C(=O)N([C@H](C)CO)C[C@H](C)[C@@H](CN(C)C)OCCCC[C@H](C)O3)cc1,-3.6,1.2,-0.3,-3.6,8.5,-1.9,-2.1,/,0.3,-3.3
CC(C)COC(=O)C(C#N)c1nc2ccccc2nc1N1CCN(Cc2ccccc2)CC1 (stereo not drawn),-3.2,-1.9,0.6,-0.5,-0.4,-2.3,6.9,0.7,-7.7,-21.9
c1ccc(-c2ccccc2OCCCN2CCCCCC2)cc1,1.5,3.1,1.1,-13.2,2.5,0.6,11.6,-3.5,-12.3,1.8
Nc1nnc(SCC(=O)NC2CCCCC2)n1-c1ccccc1,-4.0,11.0,0.4,3.9,-1.5,4.2,-2.4,-1.2,-0.7,-4.8
CSCCC(NS(=O)(=O)c1ccc(Cl)cc1)C(=O)OCC(=O)N1CCOCC1 (stereo not drawn),7.4,-11.2,0.0,-2.1,-3.6,2.3,4.6,0.0,6.0,3.7
Cn1cccc1Cc1nnc(SCC(N)=O)n1-c1ccc(F)cc1,-2.5,-14.5,0.6,3.2,3.9,-1.3,-8.8,0.5,-2.6,-10.4
CN(C)S(=O)(=O)c1ccc(NC(=O)CSc2nnnn2C)cc1,5.7,-1.6,0.1,-2.2,-0.7,6.1,-5.7,0.4,4.3,-9.1
CN(C)CCCN(C(=O)c1sc2ccccc2c1Cl)c1nc2ccc(F)cc2s1,-1.7,3.0,0.5,-19.0,2.9,-9.2,-4.6,2.1,-9.0,-2.4
CN(Cc1ccccc1)S(=O)(=O)c1ccc(NC(=O)c2ccccc2C(=O)O)cc1,-1.1,-4.8,-0.4,4.5,1.7,8.3,-7.1,1.4,-3.4,-0.8
O=C(CN1C(=O)c2cccc3cccc1c23)Nc1ccc(S(=O)(=O)N2CCOCC2)cc1,-2.0,-1.4,-8.4,2.5,7.2,-17.8,-16.9,0.1,2.9,-49.8
O=C(CNC(=O)COc1ccccc1)NCCc1ccccn1,-0.3,5.2,0.6,-3.0,0.3,-5.3,-3.4,2.0,1.7,1.5
O=C(Nn1c(C2CCCCC2)nc2ccccc2c1=O)c1ccc(Cl)c([N+](=O)[O-])c1,-1.3,5.1,-0.3,1.6,27.5,-7.2,5.3,-1.2,2.7,0.4
COc1ccc(OC)c(S(=O)(=O)N2CCC(C(=O)NC3CCCCCC3)CC2)c1,-1.8,4.7,-0.2,-2.4,-7.7,-1.7,-6.1,2.0,1.9,3.6
O=c1[nH]c2cc3c(cc2cc1C(c1nnnn1Cc1ccccc1)N1CCN2CCCC2C1)OCCO3 (stereo not drawn),-3.5,6.1,0.1,7.0,11.9,2.6,6.0,-1.1,-5.2,i
COc1cccc2c(N/N=C/c3ccc(O)c(O)c3)cc(C)nc12,1.4,3.5,-0.5,7.5,1.8,-10.5,-5.0,4.6,0.3,-210.9
C/C(=N\NC(=O)C1(C)CC1(Br)Br)c1cccc(NC(=O)C(C)(C)C)c1 (stereo not drawn),-4.0,-2.6,0.1,1.4,-3.5,9.6,8.9,1.3,4.5,-6.7
COc1cccc(NC(=S)N2CCc3cc(OC)c(OC)cc3C2COc2ccc3c(C)cc(=O)oc3c2)c1 (stereo not drawn),0.0,14.3,-8.0,2.0,18.5,4.7,-0.1,4.7,-1.6,-258.3
Cc1cc2nc[nH]c2cc1[N+](=O)[O-],-0.3,4.4,0.3,3.3,1.0,-1.9,12.2,1.2,3.0,2.8
COc1ccc(C=NCC2OCCc3ccccc32)cc1OC (stereo not drawn),0.0,-1.0,-0.5,-0.3,2.5,7.2,-17.4,4.2,-1.2,-2.0
O=C(COC(=O)/C=C/c1ccc(Cl)cc1)NCCN1C(=O)CSC1=O,5.0,-1.3,-0.1,2.8,0.1,-16.8,16.2,-1.6,5.1,-5.6
COc1cc(C2OCC3C(c4ccc(OC5OC(CO)C(O)C(O)C5O)c(OC)c4)OCC23)ccc1O (stereo not drawn),-2.1,-12.7,0.1,2.5,4.2,-2.9,-8.1,1.4,-2.6,-0.7
C#CCN(C[C@@H]1[C@@H](OC(=O)NC2CC2)[C@@H](OC(=O)NC2CC2)Cn2c(=O)ccc(=O)n21)S(=O)(=O)c1ccc(C)cc1,3.5,-4.8,0.1,-0.6,2.5,2.0,-5.3,-1.8,0.2,-5.5
Cc1ccc(S(=O)(=O)N2CCCC2CNC(=O)C(=O)NC2CCCC2)cc1 (stereo not drawn),0.6,-3.6,0.0,-0.1,-3.2,0.5,4.9,1.3,2.0,-4.4
COc1ccccc1N1CCN(C(c2ccc(Cl)cc2)c2nnnn2C(C)(C)C)CC1 (stereo not drawn),0.5,4.5,0.7,-3.0,0.6,14.3,15.6,0.1,-4.3,16.4
O=S(=O)(Nc1ccc2[nH]ncc2c1)c1ccccc1Cl,-6.7,7.0,0.2,-1.2,2.0,-3.4,13.9,-0.2,-0.9,1.7
O=C(Nc1cccc(C(=O)Nc2cccc(C(F)(F)F)c2)c1)c1ccc(=O)[nH]c1,-0.2,0.2,-0.2,-6.0,29.1,7.0,-3.7,0.2,2.7,-7.3
CCOC(=O)N/N=C/C(Cl)=C/c1ccccc1,-4.5,1.5,0.2,-0.3,-3.0,0.9,-6.9,5.1,2.3,-5.4
COCC(=O)NNC(=O)Cc1ccc(Cl)cc1,3.3,-2.2,-0.3,1.2,-1.0,-3.0,-13.6,1.4,1.7,-3.5
CN1C(=S)SC(/[N+]([O-])=C\c2ccc(Cl)cc2)C1(C)C (stereo not drawn),0.8,14.8,-0.3,5.4,2.3,8.2,9.6,-0.1,1.5,-3.7
Cc1oc2c(c(C)cc3oc(=O)c(CC(=O)NCCC(=O)O)c(C)c32)c1C,9.8,8.9,11.1,-2.7,10.2,-5.2,5.4,2.5,1.8,-320.1
COc1cccc(C2(O)CCN(C(=O)C(C)C)CC2)c1,-5.3,-4.1,-0.1,0.3,0.9,2.2,0.0,0.3,0.0,-3.1
CC(C)(C)OC(=O)CNC(=O)c1nc[nH]c1C(=O)N1CCNCC1,-4.6,-1.8,0.4,0.8,4.2,-1.3,2.1,-0.8,3.3,1.2
O=C(COC(=O)Cc1ccc(Cl)cc1)Nc1ccc(OC(F)F)cc1,0.1,4.5,-0.3,16.9,-2.5,5.7,-5.8,1.5,1.2,2.8
Cc1c(C(=O)C(=O)N2c3ccccc3CC2C)c2ccccc2n1C (stereo not drawn),-2.6,3.4,0.1,-15.8,-5.3,-8.9,2.9,-0.9,-18.2,2.4

# High-throughput results: PubChem BioAssay, several laboratories
